CHT inh: inhibitors of human choline transporter CHT; AID 488975, 2010; actives 0.86% (n = 310,000); CHT-expressing cells, membrane potential dye, choline response; hits give low values; B-score at 10 µM; High affinity choline transporter 1 (Homo sapiens), Q9GZV3;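 active means B-score over 3 SD under the library average, and starting fluorescence ratio not unusually high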;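 further: choline stimulus applied at its EC90 after an EC20 pre-addition; B-score computed on integrated fluorescence ratio after choline addition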
KCNQ2 block: KCNQ2 potassium channel inhibitors, primary screen, cell-based, CHO-K1, FluxOR thallium flux, B-score (AID 2156) | Potassium voltage-gated channel subfamily KQT member 2 (Rattus norvegicus), O88943 | 20 min; hits give low values | B-score at 10 µM | actives 1.1% (n = 310,000);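 active means fluorescence ratio B-score at most minus 3 library SDs, with starting brightness B-score within 2 library SDs, cut at about -5.5 in these data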
Target sequence (O88943 whole entry, looked up): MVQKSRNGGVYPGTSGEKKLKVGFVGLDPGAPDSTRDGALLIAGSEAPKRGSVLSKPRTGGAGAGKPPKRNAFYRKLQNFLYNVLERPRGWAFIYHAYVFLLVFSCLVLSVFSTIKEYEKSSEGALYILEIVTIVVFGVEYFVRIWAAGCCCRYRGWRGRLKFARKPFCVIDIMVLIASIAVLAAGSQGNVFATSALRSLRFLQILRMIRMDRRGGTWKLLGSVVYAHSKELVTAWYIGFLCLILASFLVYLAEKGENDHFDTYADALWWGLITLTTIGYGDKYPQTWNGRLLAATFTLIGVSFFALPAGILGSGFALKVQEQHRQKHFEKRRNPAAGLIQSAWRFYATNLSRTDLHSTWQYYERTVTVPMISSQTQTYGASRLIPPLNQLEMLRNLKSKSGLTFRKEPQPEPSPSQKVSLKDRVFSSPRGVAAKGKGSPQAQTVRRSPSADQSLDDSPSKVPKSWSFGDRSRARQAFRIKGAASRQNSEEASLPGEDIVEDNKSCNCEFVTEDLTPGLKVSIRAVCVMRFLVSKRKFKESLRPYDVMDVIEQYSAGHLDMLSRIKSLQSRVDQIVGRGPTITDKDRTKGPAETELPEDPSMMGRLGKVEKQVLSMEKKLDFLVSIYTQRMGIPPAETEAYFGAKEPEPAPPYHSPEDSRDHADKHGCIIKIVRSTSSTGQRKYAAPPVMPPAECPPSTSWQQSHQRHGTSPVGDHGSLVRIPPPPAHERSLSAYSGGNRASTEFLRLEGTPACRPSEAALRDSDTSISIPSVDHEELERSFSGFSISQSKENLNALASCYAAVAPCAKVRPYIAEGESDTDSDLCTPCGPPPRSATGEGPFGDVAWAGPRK
* hit, by the source's call; i = inactive; . = not tested or not shown.

Results follow in this order: KCNQ2 block	CHT inh
Nc1c(N(C(=O)Nc2ccc(Cl)c(Cl)c2)C2CCCC2)c(=O)[nH]c(=O)n1Cc1ccccc1
→ i	i
COC(=O)c1ccccc1NC(=O)Cn1c(CCC(=O)O)ccc1-c1cccs1
→ i	i
CCS(=O)(=O)c1ccc(O)c(NC(=O)CC2(CC(=O)O)CCCC2)c1
→ i	i
Cc1ccc(SCc2cc(=O)[nH]c(/N=C(\N)Nc3ccc(C)c(C)c3)n2)cc1
→ i	i
CCOC(=O)C1CCN(C(=O)Nc2ccc3snnc3c2)CC1
→ i	i
Cc1nn(-c2ccc(Cl)cc2)c2sc(C(=O)N3CCN(c4ccccn4)CC3)cc12
→ i	i
COc1ccc(O)c(C(=O)c2cc(C#N)c(=O)n(CCN3CCOCC3)c2)c1
→ i	i
CC1(C)CC(=O)N(c2cc(Cl)ccc2Cl)C(=O)C1
→ i	i
O=C1CC(c2ccccc2Cl)CC(O)=C1C=Nc1ccccc1 (stereo not given)
→ i	i
O=C(NCCCN1CCCC1=O)c1cccc(S(=O)(=O)NCc2ccccc2)c1
→ i	i
CCn1c(-c2ccncc2)n[nH]c1=S
→ i	i
CCOc1ccccc1C(=O)Nc1c[nH]c(=O)[nH]c1=O
→ i	i
CC(C)C(=O)Nc1ccc2c(c1)C(=O)N(CCC(=O)O)C2=O
→ i	i
CCOC(=O)C1CN(S(=O)(=O)c2cccs2)c2ccc(CC(=O)OC)cc2O1 (stereo not given)
→ i	i
CS(=O)(=O)N1CCN(c2nc(-c3ccccc3)cs2)CC1
→ i	i
NC(=O)c1ccc[n+](CC(=O)Nc2ccccc2C(=O)O)c1
→ i	i
Cc1ccsc1/C=C1/SC(=O)N(CC(=O)N2CCCC2)C1=O
→ i	i
Cc1ccc(CN2CCN(Cc3ccc4cc(F)ccc4n3)CC2CCO)o1 (stereo not given)
→ i	i
N#C/C(=C\c1ccc(N2CCCCC2)o1)C(N)=O
→ i	i
CCOC(=O)c1c(NC(=O)Cc2cccs2)sc(C(=O)N2CCCCC2)c1C
→ i	i
Cc1[nH]c2ccc(F)cc2c1CCN(Cc1ccncc1)C(=S)Nc1ccccc1
→ i	i
Cc1[nH]n(-c2ccccc2)c(=O)c1/C=N/N1C(=O)c2cccc3cccc(c23)C1=O
→ i	i
CCOc1ccc(CCNC(=O)C2CCCN(S(=O)(=O)N3CC(C)CC(C)C3)C2)cc1OCC (stereo not given)
→ i	i
Cn1c(=O)oc2cc(S(=O)(=O)N3CCCC(C(=O)N4CCc5ccccc5C4)C3)ccc21 (stereo not given)
→ i	i
COc1ccc(Cl)cc1N1C(=O)C2CCCN2C1c1ccc(F)cc1 (stereo not given)
→ i	i
CCN(CC(=O)Nc1ccc(NC(C)=O)cc1)C(=O)/C=C/c1ccco1
→ i	i
O=C(c1ccccc1F)N1CCN(c2ccccc2F)CC1
→ i	i
CC(C)CCNC(=O)Cc1ccc(Nc2nc(=S)[nH]c3ccccc23)cc1
→ i	i
C/C(=N\OC(=O)c1cccc(Cl)c1)c1sc(C)nc1C
→ i	i
COc1ccc(C(=O)Nc2ccc(F)cc2F)cc1
→ i	i
Cc1ccc(C(=O)N2CCN(c3cc(=O)[nH]nc3-c3ccccc3)CC2)cc1
→ i	i
O=C(CCC1CCCN(C(=O)c2ccc3cc[nH]c3c2)C1)NCc1ccc(F)c(F)c1 (stereo not given)
→ i	i
Cc1ccc(Nc2nc(N)nc(CSc3nc4ccccc4s3)n2)cc1
→ i	i
O=C(O)c1cccc(C(=O)O)n1
→ i	.
O=C(CSCc1ccccc1Cl)NNC(=S)Nc1ccccc1
→ i	i
O=C(CCCN1C(=O)/C(=C\c2ccco2)SC1=S)Nc1cccc2ccccc12
→ i	i
O=C(CCCCCn1c(=S)[nH]c2cc3c(cc2c1=O)OCO3)NCCc1ccccc1
→ i	i
COc1cc(/C=N/Nc2ccccn2)cc(OC)c1O
→ i	i
CC(C)CCNC(=O)CN(Cc1ccc2c(c1)OCO2)C(=O)CCC(=O)Nc1ccccn1
→ i	i
CC(=O)Nc1ccc(S(=O)(=O)NCCC(=O)Nc2ncccc2C)cc1
→ i	i
[O-][n+]1onc2c1CCc1nnc(-c3ccccc3)cc1-2
→ i	i
COc1cccc(N2CCN(C(=O)c3ccc(CS(=O)c4ccc(C)cc4)o3)CC2)c1 (stereo not given)
→ i	i
CC(=O)Nc1ccc(NC(=O)C(=O)c2cn(CC(=O)N3CCCC3)c3ccccc23)cc1
→ i	i
O=C(c1cccc(S(=O)(=O)N2CCc3ccccc3C2)c1)N1CCN(c2ccc(O)cc2)CC1
→ i	i
N#Cc1ccc2[nH]c(CO)c(-c3ccccc3)c2c1
→ i	i
COc1ccc(-c2nnnn2-c2ccccc2OC)cc1
→ i	i
Cc1cc(Cl)c(S(=O)(=O)N2CCSCC2)cc1OCC(=O)NC1CCCCC1
→ i	i
CC(C)(C)c1nnc(NC(=O)c2ccc(Cl)nc2)s1
→ i	i
Cc1ccccc1C(=O)NC1CCN(CC(=O)NCc2ccc(F)cc2)CC1
→ i	i
Cc1ccnc(NC(=O)c2ccc3c(c2)C(=O)N(CCC(C)C)C3=O)c1
→ i	i
CCN(CC)S(=O)(=O)c1ccc(N=NC2=C(O)CCCC2=O)cc1
→ i	i
Cc1cc(NC(=O)CSc2n[nH]c(CC(C)C)n2)no1
→ i	i
COc1cccc(OCCOc2ccc(/C=C3/SC(=S)NC3=O)cc2)c1
→ i	i
COc1ccc2ccccc2c1/C=N/Nc1ccc(Cl)c(C(=O)O)c1
→ i	i
CC(C)CC(COCc1ccc(F)cc1)N1CCN(C(=O)c2cccc(C(F)(F)F)c2)CCC1=O (stereo not given)
→ -6.06*	i
Cc1cc2cc(C)c3nnc(SCC(=O)N4CCCc5ccccc54)n3c2cc1C
→ i	i
N#Cc1c2c(c(NCCOCCO)n3c1nc1ccccc13)CCCC2
→ i	i
O=[N+]([O-])c1ccc(F)cc1OCc1cccc(S(=O)(=O)N2CCOCC2)c1
→ i	i
CCOC(=O)c1cc(NC(=O)c2ccc(Cl)cc2)c(=O)oc1-c1ccccc1
→ i	i
CCn1c(CSc2nc(C)cc(C)n2)nnc1SCC(=O)Nc1ccccc1
→ i	i

Remaining list, next part.
Results follow in this order: KCNQ2 block	CHT inh
O=[N+]([O-])c1cc(-c2nnc(C34CC5CC(CC(C5)C3)C4)o2)cc([N+](=O)[O-])c1
→ i	i
O=C(COC(=O)c1cccc(S(=O)(=O)N2CCN(c3ccccc3)CC2)c1)NCC1CCCO1 (stereo not given)
→ i	i
O=C(C1CCCN1S(=O)(=O)c1ccc(Cl)c(Cl)c1)N1CCOCC1 (stereo not given)
→ i	i
COCCN1C(=O)N[C@@H](c2cccc(C(F)(F)F)c2)[C@@H](C(=O)OC)[C@H]1C
→ i	i
COc1ccc(S(=O)(=O)NCc2cccnc2)cc1C(=O)N1CCCCC1
→ i	i
CC(C)NS(=O)(=O)c1ccc(OCC(=O)N2CCCC2)cc1
→ i	i
CCN(CC(=O)NCc1cccs1)C(=O)/C=C/c1cccc(Br)c1
→ i	i
COc1ccc(C)cc1NC(=O)c1ccc2c(SCC(=O)O)c3c(nc2c1)CCCC3
→ i	i
Cc1ccccc1NC(=O)C(=O)c1cn(C)c2ccccc12
→ i	i
S=C1Nc2cc(Cl)ccc2Sc2ccccc21
→ i	i
COc1ccc(N)c2c1C(=O)c1ccccc1C2=O
→ i	i
CCn1c(C)[n+](Cc2ccccc2)c2ccc(Cl)cc21
→ i	i
Cc1cccc(NC(=O)c2ccccn2)c1C
→ i	i
Cc1cc(C)cc(N(CCC#N)C(=O)CSc2n[nH]c(N)n2)c1
→ i	i
CCOC(=O)N1C=CC=C[C@@H]2[C@@H](N3C(=O)c4ccccc4C3=O)C(=O)N21
→ i	i
Cc1sc2ncn(CC(=O)NCc3ccco3)c(=O)c2c1-c1ccccc1
→ i	i
Cc1cc(C(=O)OCC(=O)NC(C)C)c(C)o1
→ i	i
COc1ccccc1/C=N/NC(=O)c1ccc(C)nc1
→ i	i
O=C(NN=C1CCCCCC1)NC1CCCCC1
→ i	i
Cc1cc2nc(-c3cccc(NC(=O)c4ccc(Br)o4)c3)oc2cc1C
→ i	i
CCOC(=O)c1cn(CC)c2cc(N3CCOCC3)c(F)cc2c1=O
→ i	i
CCSc1nnc(NC(=O)NC(CC)(C(F)(F)F)C(F)(F)F)s1
→ i	i
CC(=O)N1CC(c2ccccc2)C(c2ccc(Cl)cc2)=N1 (stereo not given)
→ i	i
COc1ccc(C2C(C#N)=C(/N=C/N3CCOCC3)OC3=C2C(=O)CC(C)(C)C3)cc1OC (stereo not given)
→ i	i
O=C(OCc1ccccc1)c1cnc(Cl)c(Cl)c1
→ i	i
CC1=C(c2ccccc2)[N+](=O)C2(CCCC2)N1[O-]
→ i	i
CC(=O)N1N=C(c2cccs2)CC1c1cc2cc(C)ccc2nc1Cl (stereo not given)
→ i	i
CC(=O)Nc1ccc(N2C(=O)CSC2c2ccc([N+](=O)[O-])cc2)cc1 (stereo not given)
→ i	i
O=C(NCc1ccccn1)c1cc(-c2ccc(Cl)cc2)nc2ccccc12
→ i	i
COc1cc([N+](=O)[O-])ccc1-c1ccc(/C=N/NC(N)=O)o1
→ i	i
Cc1ccc(-c2nc(CN(C)Cc3ccc4nccnc4c3)c(C)o2)s1
→ i	-5.16*
CC(CO)NCC12CC3CC(CC(C3)C1)C2 (stereo not given)
→ i	i
CCOC(=O)C1CCCN(C(=S)Nc2ccc(OC)cc2)C1 (stereo not given)
→ i	i
O=S(=O)(c1cccs1)N1CCN(c2ccccc2)CC1
→ i	i
O=C1N(CN2CCN(c3cccc(Cl)c3)CC2)c2ccccc2C12OCCCO2
→ i	i
CCOc1ccccc1N(CC(=O)Nc1cccnc1)S(=O)(=O)c1ccc(C)cc1
→ i	i
C#CCNC(=O)C1=C[C@H](C(C)(C)C)C[C@H](OCCCCO)O1
→ i	i
Cc1cccc(N(Cc2ccccc2)C(=O)c2cc(S(=O)(=O)N3CCOCC3)ccc2Cl)c1
→ i	i
NS(=O)(=O)c1ccc(-n2nncc2-c2ccco2)cc1
→ i	i
COc1ccc(-n2c(-c3ccccc3)cc3c2CCCC3=O)cc1
→ i	i
NC(=O)c1ccc(-c2ccccc2F)cc1
→ i	i
CCOC(=O)c1nnn(-c2nc(OC)nc(N(C)C)n2)c1-c1ccccc1
→ i	i
CN1/C(=C/C(=O)C2CCC2)Sc2ccccc21
→ i	i
CN(C)CCNC(=O)Cn1c(=O)c2cccn2c2ccc(F)cc21
→ i	i
CCCCOC(=O)C1CN(c2ccccc2)N=C1C(=O)OCC (stereo not given)
→ i	i
CC1CN(C(=O)c2ccc(S(=O)(=O)Nc3ccccc3Cl)cc2)CC(C)O1 (stereo not given)
→ i	i
CCOCCCNC(=S)N1CCN(Cc2ccco2)CC1
→ i	i
Cc1cc(C)c(S(=O)(=O)Nc2cccc(-n3cnnn3)c2)c(C)c1
→ i	i
CCCC1=Nc2cc(C(=O)NCCN3CCOCC3)ccc2Sc2ccccc21
→ i	i
Cc1[nH]c2ccccc2c1/C=N/Nc1ccc([N+](=O)[O-])cc1S(=O)(=O)Nc1ccc(Cl)cc1
→ i	i
COc1ccccc1N1CCN(C(=O)CCCn2c(=O)[nH]c3ccsc3c2=O)CC1
→ i	i
COc1ccc(NC(=O)N2CCCc3cc(C)ccc32)c(OC)c1
→ i	i
CN1CCN(C(=O)C2=C[C@H](c3ccc4c(c3)OCO4)C[C@H](OCc3ccc(CO)cc3)O2)CC1
→ i	i
O=C(/C=C/c1ccccc1)NCC(=O)N/N=C/c1cccs1
→ i	i
O=C(c1ccc(Cl)c(S(=O)(=O)N2CCOCC2)c1)N1CCN(Cc2ccccc2)CC1
→ i	i
CC(CN1CCC(n2nccc2NC(=O)c2ccccc2Cl)CC1)c1ccccc1 (stereo not given)
→ i	i
c1cn2c(NC3CCCCC3)c(-c3ccc(SC4CCCCC4)cc3)nc2cn1
→ i	i
O=C(COc1ccccc1F)Nc1nnc(-c2ccncc2)s1
→ i	i
CCOc1ccc(NC(=O)C/C(C)=N/NC(=O)Cc2cccs2)cc1
→ i	i
CCNc1nc(N)nc(Oc2ccc(OCc3ccccc3)nn2)n1
→ i	i

Marked active in KCNQ2 block, of those listed so far:
Results follow in this order: KCNQ2 block	CHT inh
CC(C)CC(COCc1ccc(F)cc1)N1CCN(C(=O)c2cccc(C(F)(F)F)c2)CCC1=O (stereo not given)
→ -6.06*	i

(continued)
Results follow in this order: KCNQ2 block	CHT inh
Cc1nnc(NC(=O)C(C)Sc2nnc(CCNC(=O)c3ccccc3F)n2C)s1 (stereo not given)
→ i	i
CC(=O)c1ccccn1
→ .	i
C/C(N)=C(/C#N)C(=O)COC(=O)c1ccncc1
→ i	i
CC(=O)Nc1ccc(NC(=O)C(C)OC(=O)CCN=C2NS(=O)(=O)c3ccccc32)cc1 (stereo not given)
→ i	i
O=C(Cc1ccc(S(=O)(=O)N2CCOCC2)s1)NCC1CCCCC1
→ i	i
COc1ccc(OCCNC(=O)CCCO)cc1
→ i	i
O=C(CN1C(=O)c2ccccc2C1=O)Nc1ccc(S(=O)(=O)N2CCOCC2)cc1
→ i	i
N/C(=N\OC(=O)/C=C/c1ccccc1)c1ccc(Cl)cc1
→ i	i
CN(C(=O)c1ccc(-c2nn(C)c(=O)c3ccccc23)cc1)c1ccccc1
→ i	i

One compound at a time (already shown). Screens in order: KCNQ2 block, CHT inh
O=C(Cc1ccc(S(=O)(=O)N2CCOCC2)s1)NCC1CCCCC1 reads i, i
CC(=O)Nc1ccc(NC(=O)C(C)OC(=O)CCN=C2NS(=O)(=O)c3ccccc32)cc1 (stereo not given) reads i, i
N/C(=N\OC(=O)/C=C/c1ccccc1)c1ccc(Cl)cc1 reads i, i
